hgDAF-12 ag – agonists of H. glycines DAF-12 nuclear receptor; activation, % at 6.8 µM; AID 687014; hit rate 1.8% among 370,000; HEK293 GAL4-hgDAF12 UAS-luciferase reporter, agonist luminescence; normalized to butyrate control;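 active = activation above a cutoff set at the mean of all screened compounds plus 3 SD, cut at about 10% in these data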;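 note: 0% = DMSO wells and 100% = sodium butyrate wells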
hcDAF-12 act – H. contortus DAF-12 activation, primary screen | hit rate 1.4% among 370,000 | activation, % at 6.8 µM | HEK293 hcDAF-12 lit1-tk-luc reporter, luminescence; 0% DMSO, 100% Δ7-dafachronic acid;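 active = activation above the mean of all tested compounds plus 3 SD, cut at about 5.5% in these data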;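 note: 100% = response to 3 µM Δ7-dafachronic acid high control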
GC-B act – GC-B (human) receptor activation; activation, % at 10 µM; hit rate 0.11% among 370,000; AID 1920062; HEK293-GC-B cells, CNP EC30, cGMP TR-FRET; 0% at EC30 CNP, 100% saturating CNP; P20594;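 active = activation at 10 µM reaching about 35% in either raw or pattern-adjusted values, limit read from the data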
Target sequence (P20594 whole entry, looked up): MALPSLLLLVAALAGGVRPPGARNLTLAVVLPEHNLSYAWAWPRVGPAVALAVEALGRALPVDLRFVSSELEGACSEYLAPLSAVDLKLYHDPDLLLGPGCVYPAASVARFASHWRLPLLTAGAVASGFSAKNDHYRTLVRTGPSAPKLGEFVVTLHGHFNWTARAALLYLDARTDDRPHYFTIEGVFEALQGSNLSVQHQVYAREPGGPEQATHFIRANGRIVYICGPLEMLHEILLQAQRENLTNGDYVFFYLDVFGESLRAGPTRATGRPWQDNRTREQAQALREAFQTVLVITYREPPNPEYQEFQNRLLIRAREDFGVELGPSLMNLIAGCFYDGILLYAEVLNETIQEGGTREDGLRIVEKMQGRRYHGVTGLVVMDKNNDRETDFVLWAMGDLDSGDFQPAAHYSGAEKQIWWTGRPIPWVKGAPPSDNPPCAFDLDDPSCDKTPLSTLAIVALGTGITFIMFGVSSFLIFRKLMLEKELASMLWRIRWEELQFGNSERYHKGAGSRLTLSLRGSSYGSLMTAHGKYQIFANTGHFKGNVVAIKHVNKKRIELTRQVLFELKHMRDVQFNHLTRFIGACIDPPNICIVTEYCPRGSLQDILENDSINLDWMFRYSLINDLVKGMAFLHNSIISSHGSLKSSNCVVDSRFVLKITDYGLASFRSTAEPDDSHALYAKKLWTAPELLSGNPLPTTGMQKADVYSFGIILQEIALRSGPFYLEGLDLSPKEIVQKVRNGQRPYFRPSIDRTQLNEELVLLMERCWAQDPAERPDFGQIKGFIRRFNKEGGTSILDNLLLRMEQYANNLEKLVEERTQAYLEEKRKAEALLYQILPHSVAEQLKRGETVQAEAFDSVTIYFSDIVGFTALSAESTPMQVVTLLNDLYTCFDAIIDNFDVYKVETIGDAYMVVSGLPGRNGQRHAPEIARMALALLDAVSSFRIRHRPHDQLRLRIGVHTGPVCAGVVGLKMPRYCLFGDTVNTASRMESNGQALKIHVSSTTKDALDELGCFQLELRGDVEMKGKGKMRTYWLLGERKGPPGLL
ssDAF-12 act – S. stercoralis DAF-12 activation, primary screen; hit rate 1% among 370,000; AID 652126; activation, % at 6.8 µM; HEK293 ssDAF-12/GRIP1 lit1-tk-luc reporter, luminescence; % of 3 µM dafachronic acid response;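 active = activation above the mean over all tested compounds plus 3 SD, cut at about 0.9% in these data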;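 note: 0% = DMSO-only wells and 100% = 3 µM delta7-dafachronic acid wells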
DAX1 inh-1 – inhibitors of human orphan nuclear receptor DAX1 (NR0B1); inhibition, % at 6.75 µM; HEK293 Gal4-DAX1 luciferase reporter, luminescence; P51843; hit rate 0.99% among 340,000; AID 504766;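 active = inhibition above the mean over all tested compounds plus 3 SD, cut at about 4.2% in these data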;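 note: 0% = DAX1-transfected cells with DMSO and 100% = empty-vector control cells with DMSO; inhibition shows as a rise in luminescence from relieved DAX1 repression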
SMARCA2 act – SMARCA2 function activation, primary screen. hit rate 1% among 370,000. AID 652017. activation, % at 9.1 µM. MG213 cells, MMTV-luciferase reporter, dexamethasone, overnight; in the data active = activation above about 7.8%;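 note: 0% = vehicle wells and 100% = reference activator wells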
GC-A act – GC-A (human) enzyme activation. hit rate 0.14% among 370,000. activation, % at 10 µM. P16066. HEK293 GC-A cells, cGMP TR-FRET, EC30 ANP; 0% at EC30 ANP, 100% saturating ANP; in the data active = activation above about 40%
DAX1 inh-2 – inhibitors of DAX1 repression of SF-1 activated StAR promoter; HEK293T StAR-luciferase reporter, SF-1/DAX-1 repression relief; inhibition, % at 6.8 µM; hit rate 1.1% among 370,000; AID 652010;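 active = inhibition above the mean over all tested compounds plus 3 SD, cut at about 3.6% in these data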;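 note: 0% = DAX-1 cells with DMSO and 100% = cells lacking DAX-1 with DMSO; higher inhibition means more luminescence from relief of DAX-1 repression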
FXN GAA850 act – activators of GAA850 frataxin (FXN) promoter | AID 540364 | hit rate 0.56% among 360,000 | HEK293 lucGAA850 FXN promoter luciferase reporter, 24 h; percent of 10 µM SAHA response | activation, % at 6 µM;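 active = activation above the average of all compounds screened plus 3 SD, cutoff fixed separately per campaign, cut at about 7.5% in these data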;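 note: 0% = DMSO wells and 100% = 10 µM SAHA wells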
sPLA2-III inh – Inhibits HGIII-sPLA2 liposome hydrolysis, primary screen | QFRET BODIPY PC-A2 liposome hydrolysis, fluorescence | inhibition, % at 12.2 µM | Q9NZ20 | hit rate 0.56% among 370,000;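 active = inhibition above mean plus 3 SD of compounds lying within the high and low control bounds, cut at about 19% in these data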;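 note: 0% = median of test compound wells and 100% = no enzyme DMSO wells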
ADAM10 inh – inhibits human ADAM10 | hit rate 0.62% among 370,000 | recombinant ADAM10, EDANS/DABCYL FRET peptide cleavage, 3 h | O14672 | AID 720582 | inhibition, % at 7 µM;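 active = inhibition above a per-campaign cutoff equal to the mean of compounds falling between control-based bounds plus 3 SD, cut at about 20% in these data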;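 note: 0% = DMSO wells while the 100% control is not disclosed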
An asterisk follows results filed as active; i = inactive; . = no result given; & = joins results of further samples. Compounds as they come; any-hit rate near 6.6%.

SMILES | hgDAF-12 ag | hcDAF-12 act | GC-B act | ssDAF-12 act | DAX1 inh-1 | SMARCA2 act | GC-A act | DAX1 inh-2 | FXN GAA850 act | sPLA2-III inh | ADAM10 inh
CCc1ccccc1NC(=O)[C@@H]1CCC(=O)N1C1OC(=O)c2ccccc21 (stereo partly specified) | -0.5 | -0.7 | -8 | -0.9 | 2.8 | 3 | 4 | 0.0 | 0.6 | 13 | -2
CCCCNC(=S)N1CCN(CC)CC1 | -0.4 | 0.4 | 1 | -0.8 | 0.0 | -2 | 0 | -0.1 | 2.0 | 7 | 4
Cc1cc(NC(=O)COC(=O)c2ccccc2NCCO)no1 | -1.6 | -1.8 | -5 | -1.1 | 1.5 | 7 | -1 | 0.0 | -2.8 | -7 | i
O=C(Nc1cccc(Cl)c1N1CCOCC1)c1cccs1 | -1.4 | -2.8 | -5 | -1.2 | -0.5 | 2 | 2 | -1.5 | 1.1 | -5 | 2
COc1cc(/C=C2/OC(=O)c3cc([N+](=O)[O-])ccc32)cc(OC)c1OC | 0.3 | -1.2 | 0 | -0.9 | -2.4 | -2 | 3 | 0.1 | 0.5 | -6 | -5
O=C(O)CN=C(NS(=O)(=O)c1ccc(Cl)cc1)c1ccc(F)cc1 | 0.3 | -0.3 | 1 | -1.2 | 6.0* | -4 | 2 | 0.3 | 0.5 | 0 | -74
CC(=O)C1=C(O)C(=O)N(c2ccc(Br)cc2)C1c1cccc([N+](=O)[O-])c1 (stereo unspecified) | -0.8 | -0.1 | -4 | 0.5 | 0.7 | 0 | 2 | 0.1 | 1.5 | -8 | 4
Cc1cccc(C)c1OCC(O)Cn1ccnc1C (stereo unspecified) | 0.1 | -2.1 | 4 | -1.9 | -1.1 | -1 | -2 | -0.1 | -2.8 | 0 | -9
Cc1cc(S(=O)(=O)Nc2ccc(C(=O)NCC(c3ccccc3)N(C)C)cc2)ccc1F (stereo unspecified) | -0.7 | -1.0 | 4 | -0.9 | 0.4 | 0 | 3 | 1.0 | 1.7 | -22 | 4
Cc1csc(NC(=O)C2CSC3(C)CCC(=O)N23)n1 (stereo unspecified) | 0.6 | 1.2 | 0 | -0.4 | 0.3 | -2 | 2 | 0.9 | 0.4 | -3 | 9
Cc1ccc(C(=O)Nc2c(C)cc(-c3ccc(Cl)cc3)oc2=O)cc1 | -2.6 | -0.2 | -2 | -0.8 | 0.1 | -2 | 1 | -0.2 | 1.1 | 5 | 11
Cc1onc(-c2ccccc2)c1C(=O)Oc1ccccc1 | -0.9 | -0.8 | -11 | -1.5 | . | -1 | -3 | 0.7 | 0.8 | -7 | -2
COc1ccc(Cl)cc1-n1c(=S)sc2c(=O)n(-c3ccc(F)cc3)c(SCC(=O)O)nc21 | 0.6 | -0.8 | 2 | -0.7 | -0.2 | -3 | 2 | 0.1 | 0.4 | -24 | 4
COc1ccc(-c2nc(CS(=O)CC(=O)NCc3ccccc3)c(C)o2)cc1OC (stereo unspecified) | 2.0 | -1.3 | -2 | -1.1 | 0.2 | -2 | -3 | -0.2 | 0.1 | 4 | -5
COc1ccc(OC)c(CNC(=O)C2CCN(C(=O)N(C)C)CC2)c1 | -1.2 | -1.6 | -1 | -0.6 | 2.5 | -4 | 1 | 0.6 | 0.1 | 14 | -5
S=c1nc[nH]c2nc[nH]c12 | -3.7&-0.3 | -2.4&-0.2 | 9&4 | -1.6&-0.6 | 0.2&-0.5 | -4&-4 | 5&3 | 0.0&-1.0 | 1.2&-0.1 | 2&9 | -3&-4
COc1ccccc1/C=C1\SC(=S)N(CCC(=O)NCCCN2CCOCC2)C1=O | -0.2 | -0.9 | 3 | -1.0 | 0.0 | -4 | 4 | 0.2 | -2.8 | -6 | 3
CCOc1ccc(CN(C(=O)c2cc3ccccc3oc2=O)C2CC2)cc1 | -0.8 | -0.6 | 4 | -2.0 | -0.7 | 2 | -2 | -1.1 | -1.0 | -2 | 5
CCc1cc[n+](-c2nc3ccccc3nc2C(=C=[N-])C#N)cc1 | -1.4 | -0.5 | 5 | -1.3 | 1.0 | 0 | -1 | -0.7 | 3.1 | 0 | -7
CC(C)P(=O)(c1cccc(C(=O)O)c1)C(C)C | -3.3 | 2.4 | 6 | -1.2 | -0.9 | -1 | 0 | -0.2 | -2.7 | -2 | 1
CSc1ccc(CN2CCC2(C)C(=O)NCc2cccs2)cc1 (stereo unspecified) | -0.9 | 0.6 | 2 | -1.0 | . | 0 | 4 | -2.0 | 2.3 | -6 | 4
O=C(CSc1nccc(=O)[nH]1)N1CCOCC1 | -1.5 | -1.9 | 6 | -1.0 | 0.0 | 1 | 0 | 1.2 | 1.0 | -3 | 3
Cc1ccc(NC(=S)NC(NC(=O)Cc2cccc3ccccc23)C(Cl)(Cl)Cl)cc1 (stereo unspecified) | 2.9 | -1.8 | 2 | -1.5 | -0.8 | -3 | 3 | -0.5 | -10 | 1 | 1
COCCNC(=O)CSc1ccc(Cl)cc1 | 2.3 | -1.5 | 0 | -1.3 | 2.1 | 2 | 5 | 0.1 | -0.5 | 4 | -9
COCCN(Cc1ccccc1)C(=O)c1cccc(S(=O)(=O)N2CCN(c3ccccc3)CC2)c1 | -4.5 | -1.9 | 4 | -1.5 | 0.9 | -1 | -1 | -1.1 | -3.0 | -1 | -3
SMILES | hgDAF-12 ag | hcDAF-12 act | GC-B act | ssDAF-12 act | DAX1 inh-1 | SMARCA2 act | GC-A act | DAX1 inh-2 | FXN GAA850 act | sPLA2-III inh | ADAM10 inh
CCN(CC)CCn1c2ccccc2c2n[nH]c(=S)nc21 | -0.7 | 0.1 | -2 | -1.2 | -0.6 | -2 | -4 | 0.8 | -0.7 | -2 | -1
CSc1ccc(S(=O)(=O)N2c3ccccc3CC2C)cc1 (stereo unspecified) | -2.3 | -2.1 | -9 | -2.1 | -0.4 | 1 | -34 | -0.8 | 0.5 | -2 | 14
CCOc1ccc(NC(=O)N2CCC(C(N)=O)(N3CCCCC3)CC2)cc1 | 0.7 | -1.8 | 4 | -1.5 | -1.5 | -1 | 3 | -0.7 | 1.6 | 2 | -1
CCN(CC)CCNS(=O)(=O)c1ccc(/C=C/C(=O)O)cc1 | -1.5 | 1.2 | -1 | -0.7 | -0.6 | -3 | 1 | 1.0 | 3.6 | 6 | -10
CCCOc1ccc2oc(=O)c3c(c2c1)CCCN3C(=O)CN1CCCC(C(=O)OCC)C1 (stereo unspecified) | -0.5 | -2.0 | 6 | -1.7 | -0.2 | -4 | -1 | -1.5 | 1.2 | -8 | -76
Cc1cc(C)n(C(=O)CNC(=O)c2cccc(Br)c2)n1 | 0.0 | 1.4 | -7 | -0.9 | 1.2 | 2 | -1 | 0.8 | -0.5 | 0 | -5
NS(=O)(=O)c1ccc(S(=O)(=O)NCCc2ccccc2)cc1 | -0.7 | -0.1 | 0 | -1.3 | -0.7 | -5 | -3 | -0.4 | 0.5 | -13 | 6
COC1=C(Br)C(=O)c2ncccc2C1=O | -1.0 | -1.7 | -1 | -1.0 | 1.7 | -3 | -2 | -1.2 | 0.6 | -2 | -3
O=C(NNC(=O)c1ccc(Br)o1)c1csc(N2CCOCC2)n1 | 3.4 | -0.1 | 1 | -1.6 | 0.9 | -5 | 2 | 0.1 | 0.5 | 17 | 0
COc1ccc(S(=O)(=O)Nc2c(C)ccc3nsnc23)cc1OC | -1.6 | 1.4 | -4 | -0.5 | -0.3 | 2 | 2 | 0.0 | 1.0 | 3 | 9
C/C(=N\Nc1ccc(Cl)c(C(=O)O)c1)c1ccc(N2CCOCC2)cc1 | -0.1 | 0.8 | 8 | -0.7 | 0.3 | -1 | -1 | -0.3 | 4.0 | 3 | -7
Nc1nccnc1C(=O)OCc1nc2sc3c(c2c(=O)[nH]1)CCCC3 | 0.0 | -2.0 | -1 | -1.2 | -1.7 | -1 | 3 | -0.3 | 1.3 | 16 | -144
Cc1cc(C)n2nc(C(=O)Nc3ccc4c(c3)OCO4)nc2n1 | 2.1 | 0.4 | -2 | -0.7 | -0.1 | 2 | 1 | 1.8 | 2.9 | 0 | 0
COc1ccc(OCC(=O)NNC(=O)C(=O)Nc2ccc(C)cc2)cc1 | -0.1 | 0.0 | -1 | -0.6 | -0.3 | 0 | 1 | 0.9 | 4.3 | 3 | 0
Cc1ccc2occ(C(c3nnnn3C3CCCC3)N3CCN(C(=O)c4ccco4)CC3)c(=O)c2c1 (stereo unspecified) | -0.7 | -3.7 | -1 | -2.2 | -1.6 | 0 | -2 | -0.9 | 0.3 | -17 | -19
CC(C)(C)NC(=O)C(c1cccs1)N(C(=O)c1csnn1)c1cccc(F)c1 (stereo unspecified) | 0.6 | 1.3 | -5 | -1.6 | 2.1 | -3 | -2 | 0.6 | -1.7 | -2 | 0
CCc1cc(C(=O)N2CCN(S(=O)(=O)c3cc(C)ccc3C)CC2)sc1C | -1.8 | -0.8 | -3 | -1.1 | 0.0 | -2 | -5 | -2.2 | 0.8 | -4 | 4
COc1ccc(C(=O)NCc2nnc(SCC(=O)Nc3ccccc3F)o2)cc1 | -3.0 | -0.2 | 3 | -1.0 | 0.7 | -2 | 2 | 0.3 | 0.0 | 9 | 10
Clc1ncc(CN2CCN(c3ccccc3)CC2)s1 | 0.3 | 0.3 | 5 | -1.4 | 0.1 | 1 | -1 | -0.3 | 1.1 | 0 | -4
O=[N+]([O-])c1cc(-c2ccc(/C=N\n3cnnc3)o2)cc([N+](=O)[O-])c1 | -0.8 | -0.8 | 0 | -0.9 | 0.2 | 0 | -4 | -0.6 | 1.2 | 3 | 3
CCCCN(C)C(=O)c1cn(CC)c2ccc(S(=O)(=O)N(C)C)cc2c1=O | -2.1 | -0.5 | 4 | -1.3 | 3.0 | -2 | 1 | 0.1 | 0.4 | 14 | -23
COCC(=O)Nc1ccc(S(=O)(=O)N2CCCC2)cc1 | 0.4 | -0.8 | 5 | -1.3 | -0.1 | 5 | 1 | -0.1 | -1.1 | 0 | 7
CCOc1cc(C(=O)NC(=S)Nn2cnnc2)cc(OCC)c1OCC | 0.7 | -1.7 | 1 | -1.9 | 1.0 | -1 | 6 | 0.4 | 1.3 | 9 | -6
O=C(/C=C/c1cc(Br)ccc1F)OCC(=O)N1CCOCC1 | 2.3 | 1.0 | 2 | -1.1 | -0.2 | -2 | 0 | 0.7 | 0.5 | 0 | -8
COc1cc(C(=O)OC(C)CN2C(C)CCCC2C)cc(OC)c1OC (stereo unspecified) | 1.8 | -1.9 | -1 | -0.6 | 1.1 | -1 | 1 | -0.1 | 1.7 | 0 | 4
Cc1ccc(NC(=O)CN(C)C(=O)COc2cccc3cccnc23)cc1 | -2.5 | 1.4 | -3 | -0.9 | -0.3 | -1 | -2 | -0.5 | 3.1 | -2 | -3
CC(=O)c1ccc(OCC(=O)N2CCCC(Nc3ccc(C)c(C)c3)C2)cc1 (stereo unspecified) | -0.9 | 1.0 | -2 | -0.9 | -0.4 | -1 | -3 | -2.2 | 0.7 | -1 | 0
CC(C)C(NC(=O)c1ccc(Cl)cc1Cl)C(=O)N1CCC1 (stereo unspecified) | -2.2 | 0.2 | 1 | -0.8 | -0.2 | -2 | 3 | 0.8 | -0.6 | -3 | 0
Cc1[nH]n(-c2ccccc2)c(=O)c1CCO | 0.3 | 2.2 | -2 | -0.7 | 0.5 | -4 | -1 | 0.4 | 1.0 | 8 | -6
